Screening data (PubChem BioAssay)
CAL PDZ FP-1: inhibitors of human CAL PDZ peptide binding; 300,000 tested, 0.92% active; Q9HD26; purified CAL PDZ, TMR-peptide fluorescence polarization, 1 h; inhibition, % at 24.9 µM; AID 602252;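 active = mean inhibition of at least 30% with at least half of replicates also reaching 30%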;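 also: 0% = DMSO neutral control and 100% = excess unlabeled competitor peptide PRC23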
SR-BI DiI-HDL act: SR-BI HDL lipid transfer activation | CHO ldlA[mSR-BI] cells, DiI-HDL uptake fluorescence, 3 h; 100 = double the neutral-control signal | activation, % at 12.5 µM | 320,000 tested, 0.096% active | AID 504775;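 active = mean replicate activation of at least 60% and every replicate at or above 60%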;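 also: 0% = median plate neutral-control signal and 100% = twice that signal; values of inactives mirror those of a sister screen read the other way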
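Assay system: CHO ldlA[mSR-BI] cells, LDL receptor-null, SR-BI overexpressing; medium: Ham's F12 with 0.5% BSA, HEPES 25 mM, pH 7.4; also added: DiI-HDL 10 µg/mL; timing: 3 h uptake period with compound, 37 °C; signal: DiI fluorescence, bottom read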
MITF TRPM1 HTS: activators of MITF-driven TRPM1 promoter activity in SK-MEL-5 cells; SK-MEL-5 TRPM1-promoter luciferase, 24 h; % of positive control, neutral wells = 0; activation, % at 12.5 µM; 300,000 tested, 0.75% active; AID 588334;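 active = mean activation of at least 80% with every replicate also reaching 80%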;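 also: 0% = neutral control wells and 100% = parthenolide positive control wells; values of inactives mirror those of a sister screen read the other way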
SR-BI HDL uptake: mouse SR-BI HDL lipid transfer inhibition. ldlA[mSR-BI] CHO cells, DiI-HDL uptake fluorescence, 3 h. inhibition, % at 12.5 µM. 320,000 tested, 0.96% active;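 active = mean replicate inhibition of at least 70% and a set share of replicates each scoring 70 or more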;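 also: 0% = median of neutral control wells and 100% = median of positive control wells; values of inactives mirror those of a sister screen read the other way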
Target sequence (Q61009 whole entry, looked up): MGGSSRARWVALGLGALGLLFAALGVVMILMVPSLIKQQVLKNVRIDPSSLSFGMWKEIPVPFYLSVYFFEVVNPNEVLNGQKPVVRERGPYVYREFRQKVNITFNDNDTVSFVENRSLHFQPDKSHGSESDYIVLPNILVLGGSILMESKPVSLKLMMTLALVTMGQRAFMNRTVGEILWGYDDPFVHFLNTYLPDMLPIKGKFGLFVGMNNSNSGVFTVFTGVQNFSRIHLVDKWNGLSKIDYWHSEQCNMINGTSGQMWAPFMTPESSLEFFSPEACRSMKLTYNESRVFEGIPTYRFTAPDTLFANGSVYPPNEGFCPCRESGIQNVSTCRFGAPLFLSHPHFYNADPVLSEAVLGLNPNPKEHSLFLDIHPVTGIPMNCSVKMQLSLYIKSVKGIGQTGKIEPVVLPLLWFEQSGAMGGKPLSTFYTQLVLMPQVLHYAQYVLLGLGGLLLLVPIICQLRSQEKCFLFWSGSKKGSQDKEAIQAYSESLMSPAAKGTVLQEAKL
CAL PDZ FP-2: human CAL PDZ-peptide interaction inhibition | Q9HD26 | purified CAL PDZ, TMR-peptide fluorescence polarization, 1 h | inhibition, % at 20 µM | 330,000 tested, 0.02% active | AID 504414;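 active = highest replicate inhibition of at least 40%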;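 also: plate controls were DMSO neutral control wells for no effect and unlabeled competitor peptide control wells for full effect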
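Read-out basis: mP drop reported as inhibition | Assay system: Tagged CAL PDZ protein CerCALP, purified | Benchmarks: Unlabelled peptide for full inhibition, DMSO wells as neutral | Schedule: 1 h incubation at room temperature before polarization reading | Buffer or medium: Sodium phosphate/NaCl buffer pH 7.4 with TCEP, IgG, Thesit | Doses: Single point, 20 µM | Measured by: Fluorescence polarization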
AddAB inh: less growth of phage-infected E. coli with AddAB | inhibition, % at 11.9 µM | AID 435030 | 330,000 tested, 0.29% active | E. coli expressing H. pylori AddAB, absorbance growth; in the data active = inhibition above about 12%;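 also: 0% = vehicle wells of infected cells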
phage Ecoli inh: E. coli growth loss with phage present | inhibition, % at 11.9 µM | 360,000 tested, 0.26% active | AID 651602 | growth absorbance; in the data active = inhibition above about 11%
Ecoli viability: reduces bacterial viability in AddAB counter-screen; 330,000 tested, 0.27% active; E. coli V3065 growth, OD600 absorbance, 18 h; AID 449728; inhibition, % at 11.9 µM;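 active = inhibition above the campaign's mean inhibition across all tested compounds plus 3 SD, cut at about 9.9% in these data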;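 also: uninfected addAB+ strain grown without phage in ampicillin broth; 0% = DMSO wells and 100% = ciprofloxacin 0.95 µg/ml wells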
Tat export inh: inhibitors of E. coli Tat protein transport; E. coli MC4100 TorA-mCherry Tat export, fluorescence; inhibition, % at 10 µM; 340,000 tested, 0.036% active; AID 488895;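 active = mean replicate inhibition at least 50% and at least half of replicates individually reaching 50%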;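 also: exported cargo escapes ClpAP degradation while cytoplasmic cargo is degraded and loses fluorescence; 0% = median of neutral control wells and 100% = median of NaSCN control wells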
Wnt act: Wnt/beta-catenin pathway activation | AID 743398 | 300,000 tested, 1.2% active | Wnt/beta-catenin reporter cell assay, activator, plate reader | activation, % at 9.35 µM; in the data active = activation above about 30%, passing the limit was not always enough;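 also: 0% = neutral control wells and 100% = positive control wells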
The depositor's hits bear a star; x = not tested or not shown.

The first eleven entries as a preview:
1. O=C1c2ccccc2C(O)(c2ncc[nH]2)N1CCc1ccccc1 (centres undefined)
2. COC(=O)C(Cc1ccc(O)cc1)NC(=O)NC12CC3CC(CC(C3)C1)C2 (centres undefined)
3. Cc1ccc(-n2c(C)cc(C3N=C(N)Nc4nc5ccccc5n43)c2C)c(C)c1 (centres undefined)
4. O=C(CCc1nnc(CCCCc2ccccc2)o1)NCCn1cccn1
5. Cc1ccc(C(=O)OCC(=O)NCc2ccco2)cc1
6. O=C(Cc1ccc(S(=O)(=O)N2CCOCC2)s1)Oc1ccc(F)cc1
7. Cc1nnc(SCC(=O)NC2CCCc3ccccc32)n1-c1ccccc1 (centres undefined)
8. COc1ccc([C@@H]2CC=C(C(=O)O)[C@H](c3ccc(C)cc3)N2S(=O)(=O)c2ccccc2C)cc1
9. COc1ccc(-c2csc(NC(=O)CS(=O)(=O)c3ccccc3)n2)cc1
10. CCn1ccnc1CN(C)Cc1cn[nH]c1-c1ccc(OC)c(F)c1

assay / entry	1	2	3	4	5	6	7	8	9	10
CAL PDZ FP-1	-2	0	-1	-3	-3	28	x	-3	-4	-9
SR-BI DiI-HDL act	24	36	-27	1	-2	13	15	-6	-45	33
MITF TRPM1 HTS	2	x	1	-7	8	-4	2	-5	16	2
SR-BI HDL uptake	-24	-36	27	-1	2	-13	-15	6	45	-33
CAL PDZ FP-2	-1.4	-1.6	-0.7	-1.0	x	0.0	-0.1	-0.7	-3.3	0.1
AddAB inh	0.4	2.2	1.1	0.3	0.7	3.0	0.7	4.4	1.6	2.4
phage Ecoli inh	2.6	-0.4	3.7	4.0	1.4	1.8	3.0	4.0	1.9	-1.1
Ecoli viability	0.4	-0.5	-0.7	-1.2	0.3	-0.1	-1.0	0.9	0.3	1.6
Tat export inh	-1	4	-4	3	5	2	-7	1	6	-6
Wnt act	0	-2	-2	2	x	-4	-3	-1	-2	-6

11. O=C(NCc1ccccc1OC(F)(F)F)C1CCC(=O)N(Cc2ccccn2)C1 (centres undefined)

assay / entry	11
CAL PDZ FP-1	-3
SR-BI DiI-HDL act	13
MITF TRPM1 HTS	-1
SR-BI HDL uptake	-13
CAL PDZ FP-2	-2.1
AddAB inh	1.7
phage Ecoli inh	1.6
Ecoli viability	-2.5
Tat export inh	-6
Wnt act	-2

All compounds of this part, from the first entry:
1. O=C1c2ccccc2C(O)(c2ncc[nH]2)N1CCc1ccccc1 (centres undefined)
2. COC(=O)C(Cc1ccc(O)cc1)NC(=O)NC12CC3CC(CC(C3)C1)C2 (centres undefined)
3. Cc1ccc(-n2c(C)cc(C3N=C(N)Nc4nc5ccccc5n43)c2C)c(C)c1 (centres undefined)
4. O=C(CCc1nnc(CCCCc2ccccc2)o1)NCCn1cccn1
5. Cc1ccc(C(=O)OCC(=O)NCc2ccco2)cc1
6. O=C(Cc1ccc(S(=O)(=O)N2CCOCC2)s1)Oc1ccc(F)cc1
7. Cc1nnc(SCC(=O)NC2CCCc3ccccc32)n1-c1ccccc1 (centres undefined)
8. COc1ccc([C@@H]2CC=C(C(=O)O)[C@H](c3ccc(C)cc3)N2S(=O)(=O)c2ccccc2C)cc1

assay / entry	1	2	3	4	5	6	7	8
CAL PDZ FP-1	-2	0	-1	-3	-3	28	x	-3
SR-BI DiI-HDL act	24	36	-27	1	-2	13	15	-6
MITF TRPM1 HTS	2	x	1	-7	8	-4	2	-5
SR-BI HDL uptake	-24	-36	27	-1	2	-13	-15	6
CAL PDZ FP-2	-1.4	-1.6	-0.7	-1.0	x	0.0	-0.1	-0.7
AddAB inh	0.4	2.2	1.1	0.3	0.7	3.0	0.7	4.4
phage Ecoli inh	2.6	-0.4	3.7	4.0	1.4	1.8	3.0	4.0
Ecoli viability	0.4	-0.5	-0.7	-1.2	0.3	-0.1	-1.0	0.9
Tat export inh	-1	4	-4	3	5	2	-7	1
Wnt act	0	-2	-2	2	x	-4	-3	-1

9. COc1ccc(-c2csc(NC(=O)CS(=O)(=O)c3ccccc3)n2)cc1
10. CCn1ccnc1CN(C)Cc1cn[nH]c1-c1ccc(OC)c(F)c1
11. O=C(NCc1ccccc1OC(F)(F)F)C1CCC(=O)N(Cc2ccccn2)C1 (centres undefined)
12. COc1ccc(N2C3=[N+](CC2(C)O)c2ccccc2CC3)cc1 (centres undefined)
13. COC(=O)[C@H](C(C)C)N(Cc1ccccc1)S(=O)(=O)CCN1CCN(c2ccccc2)CC1
14. O=C(OCc1nnc(-c2ccc([N+](=O)[O-])cc2)o1)c1ccc(F)c(S(=O)(=O)N2CCOCC2)c1
15. Cc1cccc(C)c1Nc1nnc(SCC(=O)NCCCN2CCCC2=O)s1
16. C=CCn1c(SCC(=O)c2ccc(Cl)s2)nc2ccccc2c1=O

assay / entry	9	10	11	12	13	14	15	16
CAL PDZ FP-1	-4	-9	-3	x	-3	0	-5	3
SR-BI DiI-HDL act	-45	33	13	-8	-49	-36	40	-7
MITF TRPM1 HTS	16	2	-1	-6	-11	-3	-8	x
SR-BI HDL uptake	45	-33	-13	8	49	36	-40	7
CAL PDZ FP-2	-3.3	0.1	-2.1	2.5	0.7	-1.2	-0.1	1.6
AddAB inh	1.6	2.4	1.7	0.7	0.4	x	1.3	-0.2
phage Ecoli inh	1.9	-1.1	1.6	3.0	1.7	3.0	4.4	0.2
Ecoli viability	0.3	1.6	-2.5	-1.7	2.0	x	-0.3	1.9
Tat export inh	6	-6	-6	15	3	4	3	-5
Wnt act	-2	-6	-2	8	-2	6	0	x

17. O=c1c2ccccc2nc(/C=C/c2ccc([N+](=O)[O-])cc2)n1CCCO
18. COc1ccc(NC2=C(C(C)=O)C(c3ccc(OC)cc3)C(C(C)=O)C(C)(O)C2)cc1 (centres undefined)
19. Cc1ccc(SCCNC(=O)c2ccccc2C)cc1
20. Cc1cccc(OCCNS(=O)(=O)c2ccc(Cl)cc2)c1
21. Cc1cc(C(=O)Nc2ccc(N3CCOCC3)c3nonc23)ccc1[N+](=O)[O-]
22. O=C(NC1CCCc2ccccc21)C(Cc1ccccc1)NS(=O)(=O)c1cccs1 (centres undefined)
23. Cc1ncc(CO)c(/C=N/Nc2cccc(Cl)n2)c1O
24. CC1CN(C(=O)c2cc(S(=O)(=O)N3CCN(c4ccccc4)CC3)ccc2Cl)CC(C)O1 (centres undefined)

assay / entry	17	18	19	20	21	22	23	24
CAL PDZ FP-1	-1	-3	x	-4	-9	-3	-6	-1
SR-BI DiI-HDL act	-22	-1	19	36	-21	9	-12	30
MITF TRPM1 HTS	-9	-3	6	-1	23	-16	7	-10
SR-BI HDL uptake	22	1	-19	-36	21	-9	12	-30
CAL PDZ FP-2	0.4	-0.6	-2.2	-1.1	-2.5	-0.6	-0.8	-2.2
AddAB inh	-0.6	-1.9	-0.6	-0.1	2.5	1.4	-1.7	0.3
phage Ecoli inh	3.1	2.7	1.1	4.2	1.4	3.8	-1.7	1.2
Ecoli viability	-0.5	-2.6	-2.5	0.7	1.1	-1.1	-0.5	0.0
Tat export inh	11	0	-9	0	-1	-3	1	0
Wnt act	x	2	x	-2	0	-4	-1	-3

25. COc1ccc(OC)c(CN2CCN(C(=O)c3ccc(C)c(S(=O)(=O)Nc4ccccc4OC)c3)CC2)c1
26. COc1ccc(/C(C)=N/Nc2cccc(C(=O)O)c2)cc1OC
27. COc1cccc(NC(=O)COc2c(F)c(F)c(C(F)(F)F)c(F)c2F)c1
28. O=C(CSc1nnc(CNC(=O)c2ccc(F)cc2)o1)NCc1ccccc1
29. O=C(CN1CCCCC1)N/N=C/c1ccccc1Br
30. O=Cc1c(NCCc2cccc(F)c2)c2ccccc2[nH]c1=O
31. CC(C)(C)CC(=O)Nc1nnc(SCC(=O)Nc2ccccc2F)s1
32. COc1ccc(N(CC(=O)NCc2ccc(F)cc2)C(=O)c2snc(C(N)=O)c2N)cc1

assay / entry	25	26	27	28	29	30	31	32
CAL PDZ FP-1	-1	6	0	-1	x	-2	x	-1
SR-BI DiI-HDL act	-77	13	41	-7	14	11	13	x
MITF TRPM1 HTS	11	8	11	3	2	x	x	-1
SR-BI HDL uptake	77*	-13	-41	7	-14	-11	-13	x
CAL PDZ FP-2	-0.5	0.1	-2.5	-1.6	0.7	-3.7	-0.3	-2.4
AddAB inh	x	-2.0	0.7	-1.0	7.2	2.0	2.2	2.0
phage Ecoli inh	-2.1	-2.1	3.8	-0.6	2.2	0.7	4.5	2.2
Ecoli viability	x	-1.8	-1.7	0.0	-0.5	-0.3	2.2	0.4
Tat export inh	7	6	7	-2	5	-8	-1	2
Wnt act	-3	5	-2	1	2	0	-1	-1

33. O=C(NC(Cc1ccccc1)C(=O)O)/C(=C\c1ccco1)NC(=O)c1ccccc1 (centres undefined)
34. O=C1Cc2cc(S(=O)(=O)NCc3ccccc3Cl)cc3c2N1CCC3
35. COC(=O)Nc1nnc(/C=C/c2ccccc2)s1
36. OC1(C#CCCN2CCCCC2)c2ccccc2-c2ccccc21
37. CCCCn1c(CNC(=O)CC)nc2ccccc21
38. CN(C1CCS(=O)(=O)C1)S(=O)(=O)c1ccc(N2CCCC2=O)cc1 (centres undefined)
39. O=C(C1CCC1)N1CCc2cc(S(=O)(=O)NCc3ccco3)ccc21
40. N#CC1=C(N)Oc2n[nH]c(-c3cccs3)c2C1c1cccs1 (centres undefined)
41. CS(=O)(=O)c1[nH]nc(-c2ccccc2)c1C#N
42. Cc1cccc(C)c1NC1=C(Cl)C(=O)OC1OC(=O)c1ccccc1 (centres undefined)

assay / entry	33	34	35	36	37	38	39	40	41	42
CAL PDZ FP-1	-2	-3	-2	50*	x	-3	x	-4	-1	-6
SR-BI DiI-HDL act	12	-18	17	5	-12	21	-22	x	8	-8
MITF TRPM1 HTS	-10	7	33	-3	x	8	10	-3	0	-4
SR-BI HDL uptake	-12	18	-17	-5	12	-21	22	x	-8	8
CAL PDZ FP-2	-1.2	-2.3	-1.7	12	-0.8	1.5	-1.4	-3.7	-0.3	-0.6
AddAB inh	3.0	2.1	2.4	3.8	0.7	1.8	1.0	1.4	5.2	2.2
phage Ecoli inh	-1.9	2.4	2.2	4.7	1.9	2.4	3.0	3.2	3.0	-1.2
Ecoli viability	1.0	-0.2	-0.5	1.8	-2.3	-1.1	0.8	-0.6	1.7	-1.1
Tat export inh	-4	7	-2	-6	-9	5	-4	-2	-4	1
Wnt act	x	-3	3	-1	1	-1	x	x	-2	-11
